Source: PubChem (The Scripps Research Institute Molecular Screening Center)
FBW7 activator: activators of human E3 ligase FBW7 | AlphaScreen FBW7–phospho-cyclin E peptide binding, activator screen | normalized activity (activation), % at 26.1 µM | 650,000 tested, 0.13% active | AID 1259310; in the data active = normalized activity above about 1.9%;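 also: purified mutant Fbw7 with reduced substrate affinity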
Target sequence (Q969H0 whole entry, looked up): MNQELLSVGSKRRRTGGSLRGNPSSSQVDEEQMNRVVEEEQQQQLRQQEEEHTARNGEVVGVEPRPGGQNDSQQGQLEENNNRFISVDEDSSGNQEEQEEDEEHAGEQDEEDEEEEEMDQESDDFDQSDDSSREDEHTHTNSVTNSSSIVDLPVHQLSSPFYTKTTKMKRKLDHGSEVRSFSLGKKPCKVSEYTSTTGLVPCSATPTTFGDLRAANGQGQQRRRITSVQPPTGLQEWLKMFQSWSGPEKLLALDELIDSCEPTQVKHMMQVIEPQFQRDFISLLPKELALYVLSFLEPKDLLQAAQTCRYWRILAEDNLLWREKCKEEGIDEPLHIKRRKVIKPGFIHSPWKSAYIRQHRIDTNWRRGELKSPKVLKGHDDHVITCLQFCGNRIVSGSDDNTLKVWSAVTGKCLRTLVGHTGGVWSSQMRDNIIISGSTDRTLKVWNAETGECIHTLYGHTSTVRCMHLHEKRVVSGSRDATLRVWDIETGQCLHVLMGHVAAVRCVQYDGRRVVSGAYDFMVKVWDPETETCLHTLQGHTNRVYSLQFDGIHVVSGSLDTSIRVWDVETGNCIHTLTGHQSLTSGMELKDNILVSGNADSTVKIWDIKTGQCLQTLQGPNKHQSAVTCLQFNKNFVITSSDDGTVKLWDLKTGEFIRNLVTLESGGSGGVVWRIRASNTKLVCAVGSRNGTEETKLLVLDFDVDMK
TEAD-YAP block: TEAD-YAP interaction inhibition; HEK-TIYL cells, TEAD-Gal4/YAP UAS-luciferase luminescence; inhibition, % at 9.12 µM; 640,000 tested, 1.4% active; in the data active = inhibition above about 32%;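 also: 0% = median of test compound wells and 100% = reference inhibitor wells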
GPR151 activ: activators of human GPR151; PathHunter beta-arrestin GPR151 cells, luminescence; activation, % at 11.2 µM; 650,000 tested, 1% active; in the data active = activation above about 4.9%;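 also: 0% = median of compound wells and 100% = cells with positive control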
MITF inh: inhibitors of human MITF. inhibition, % at 2.6 µM. 650,000 tested, 0.91% active. AlphaScreen MITF homodimerization, bead proximity signal. AID 1259374. O75030; in the data active = inhibition above about 50%;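 also: 0% = vehicle wells with protein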
* hit, by the source's call. Compounds were not picked by outcome. Share with any hit: about 3.4%.

SMILES	FBW7 activator	TEAD-YAP block	GPR151 activ	MITF inh
CC1=C(C(N)=O)C(c2ccncc2)n2nc(SCc3ccccc3F)nc2N1 (centres undefined)	0.0	10	0.3	6
Cc1ccccc1C(=O)N/N=C/c1cc([N+](=O)[O-])ccc1O	-0.6	19	-1.7	47
COc1ccc(C2=NN(C(=O)CSc3nnc(CNC(=O)c4ccco4)n3-c3ccccc3)C(c3ccc(C)cc3)C2)cc1 (centres undefined)	0.3	9	0.4	10
COc1ccc(Cl)cc1C(=O)OCC(=O)c1ccc[nH]1	-0.1	10	0.0	6
COc1cc(OC)cc(C(=O)OCCN(C2=NS(=O)(=O)c3ccccc32)c2ccccc2Cl)c1	-0.3	-17	2.6	-1
Fc1ccccc1NC(=S)NCCc1ccccn1	-0.1	-25	0.7	1
CCC(=O)Nc1ccc(Cl)c(NC(=S)NC(=O)c2ccco2)c1	-0.1	-6	2.5	7
CC(=O)Nc1ccc(/C=N/NC(=O)c2nnn(-c3nonc3N)c2CN(C)C)cc1	0.0	-3	0.3	-4
O=C(COc1ccc(S(=O)(=O)NCc2ccccc2)cc1)N1CCc2ccccc2C1	0.1	8	-0.8	4
COc1ccc(Cl)cc1C(=O)NNC(=O)C1=NNC(=O)CC1	0.1	-1	2.9	-4
CCOc1cccc(C(=O)Nc2ccc(C)cc2[N+](=O)[O-])c1	-0.3	-17	1.9	17
CCOC(=O)C1=C(O)/C(=C/c2ccc(Cl)c(Cl)c2)SC1=Nc1ccc([N+](=O)[O-])cc1	-0.1	-4	-1.7	-9
O=c1c2ccc(Cl)cc2nc2n1CC/C2=C\c1cccc(O)c1	0.1	3	1.9	1
COC(=O)c1cccc(NC(=O)CSc2nnc(COc3ccc(OC)cc3)n2C)c1	-0.2	1	0.4	-5
Cc1ccc(N2CC(C(=O)NCC(C)C)CC2=O)cc1 (centres undefined)	-0.1	2	-0.2	41
O=C1c2cc(Cl)c(Cl)cc2C(=O)N1c1cccc(O)c1	-0.2	-5	3.4	2
Cc1sc2ncnc(NCCCCCC(=O)O)c2c1C	-0.1	7	-0.6	-3
O=C1CCCN1CCCNc1nc(Nc2ccc(-n3ccnc3)cc2)nc2nc[nH]c12	0.5	9	0.9	11
CSCCOC(=O)C1=C(C)NC(=O)NC1c1ccc(C(C)C)cc1 (centres undefined)	-0.1	-34	0.0	10
CCOC(=O)c1cccc(NC(=O)Cc2noc3ccc(C)cc23)c1	-0.2	-22	-0.2	-3
Cc1ccc(SCc2c(C(=O)O)nnn2-c2nonc2N)cc1	0.3	5	-1.5	21
COc1cccc2cc(-c3csc(NC(=O)c4ccc(F)cc4)n3)oc12	0.1	13	-0.5	9
COc1ccccc1-c1c(C#N)c(N)nc(OC)c1C#N	1.2	-2	-0.9	12
Cc1cc(Cl)ccc1OCC(=O)NNC(=O)c1ccc([N+](=O)[O-])cc1Cl	0.4	2	-0.3	11
N#Cc1ccc(OCc2ccc(C(=O)O)o2)cc1	-0.1	-8	-4.4	0
CCOP(=O)(/C(C#N)=C(\O)c1ccc(Cl)cc1)c1ccccc1 (centres undefined)	-0.1	15	-0.5	2
NC(=NC(=O)c1ccccc1)c1ccccc1	-0.1	-1	-0.1	-2
Cc1csc(SCc2ccc(C(=O)O)cc2)n1	-0.1	3	-7.7	-7
COc1cc(C(=O)Nc2ccc(F)cc2)ccc1OCc1ccccc1Cl	0.1	7	-1.4	14
CCOc1cc(/C=C2/C(=N)N3N=C(C(C)C)SC3=NC2=O)ccc1OCCSc1ccc(Cl)cc1	0.0	19	-0.4	5

Continuation:
SMILES	FBW7 activator	TEAD-YAP block	GPR151 activ	MITF inh
COc1ccc(/C=N/Nc2cc(N3CCOCC3)nc(N3CCOCC3)n2)cc1	0.0	3	-0.7	-5
CCCN(CCC)C(=O)CSc1nc2c(sc(=S)n2-c2ccccc2OCC)c(=O)n1-c1ccccc1	0.2	-14	0.4	17
CCOCCSc1nc(N)c2c3c(sc2n1)COC(C)(C)C3	0.6	-61	0.9	13
CCOc1ccccc1Nc1nc2ccccc2[nH]1	-0.1	-4	-1.0	-22
O=C(Nc1cccc(C(F)(F)F)c1)c1nn2c(c1Br)NC(c1ccc(Br)o1)CC2C(F)(F)F (centres undefined)	0.1	7	1.6	2
CCN1C(=O)c2ccc(-c3ccc(C=C4C(=O)NC(=O)NC4=O)o3)cc2C1=O	-0.2	6	-0.5	4
O=C(O)CNS(=O)(=O)/C=C/c1ccccc1	0.1	-2	2.1	-4
O=c1c2ccccc2nc(SCc2cccc([N+](=O)[O-])c2)n1CC1COc2ccccc2O1 (centres undefined)	0.3	2	0.2	8
CC(NC(=O)Cn1ncc2ccsc2c1=O)c1ccccc1 (centres undefined)	0.0	0	0.0	-5
COc1ccc(OC)c(CN2CCN(Cc3cccn3C)CC2)c1	-0.1	0	4.9	63*
COc1ccc(NC(=O)CCNS(=O)(=O)c2ccc3[nH]c(=O)ccc3c2)c(OC)c1	0.1	0	0.9	11
c1ccc(C2=NNC3(CCC4(CC3)NN=C(c3ccccc3)S4)S2)cc1 (centres undefined)	-0.1	-11	-3.0	0
CCc1ccc(OCCCn2cc(/C=C3/C(=N)N4C=CSC4=NC3=O)c3ccccc32)cc1	0.0	1	-1.4	5
N#Cc1ccccc1NC(=O)Cn1ncc(Cl)c(Cl)c1=O	0.2	55*	-1.2	10
CN1CCOc2cc(S(=O)(=O)Nc3cccc(C(F)(F)F)c3)ccc21	1.6	7	-0.4	3
O=C(Nc1cnn(CC(=O)N2CCNC(=O)[C@@H]2Cc2ccccc2)c1)c1ccccc1F	-0.1	7	0.8	13
CC(=O)C1=C(C)NC(SCC(=O)c2ccc([N+](=O)[O-])cc2)=C(C#N)C1c1ccco1 (centres undefined)	-0.1	3	-1.5	25
CCOC(=O)N1CCN(C(=O)CC2(CC(=O)O)CCCC2)CC1	0.1	2	-0.8	1
CC1=C(C(=O)N2CCCCC2)C(c2ccc(C)c([N+](=O)[O-])c2)C2=C(CC(C)(C)CC2=O)N1 (centres undefined)	-0.1	-1	0.0	3
COc1ccc2cc3c(N)nn(C(=O)c4ccc(Br)o4)c3nc2c1	-0.1	43*	-0.1	14
CN1CCCC(C(=O)NCCc2nnc3n2CCN(Cc2ccc(O)cc2)CC3)C1 (centres undefined)	0.0	1	0.4	0
CCN1CCN(C(=O)c2ccc(Sc3ccccc3Cl)c([N+](=O)[O-])c2)CC1	0.0	-4	-1.3	19
CC1=C(C#N)C(=O)N(C)C(=O)/C1=C/c1ccc(-c2ccccc2C(=O)O)o1	-0.3	3	-0.5	20
NC(=O)COc1ccccc1/C=C1/SC(=Nc2cccc(C(F)(F)F)c2)NC1=O	0.2	9	1.4	0
Cc1sc2ncnc(N3CCC4(CC3)OCCO4)c2c1C	0.5	11	-0.6	4
CC(C)CCNC(=O)C1CCN(S(=O)(=O)N2CCCC2)CC1	0.1	0	0.5	9
Cc1ccc(-n2c(SCC(=O)NCc3ccccc3Cl)nc3c(sc(=S)n3-c3cc(C)ccc3F)c2=O)cc1	0.2	15	0.9	10
O=C(CSCc1ccc(Cl)cc1)NN=C1CCCCCC1	-0.1	-1	2.3	3
N#Cc1ccc(NC(=O)COc2ccccc2Cl)cc1	-0.1	-16	-0.8	-1
Cc1cc(C)c(NS(=O)(=O)c2nc3nc(C)cc(C)n3n2)c(Cl)n1	-0.1	-3	-1.2	-4

Other entries:
SMILES	FBW7 activator	TEAD-YAP block	GPR151 activ	MITF inh
Cc1ccc(NC(=O)/C(=C\c2ccco2)NC(=O)c2ccccc2Cl)cc1	0.0	1	0.2	0
COc1cccc(C(=O)N2CC[C@@H]3[C@H](CCCN3C(=O)c3cccs3)C2)c1	0.1	-2	0.5	3
CN(C)C(=O)N1CCCC(C(=O)NCCc2ccccc2)C1 (centres undefined)	0.1	-3	-0.4	8
c1ccc2c(-c3cnc4c(NCc5ccc6c(c5)OCO6)nccn34)cccc2c1	0.3	1	-0.3	14
Cc1ccc(C(=O)Nc2nc3ccc4sc(C)nc4c3s2)cc1	0.3	-19	-1.9	10
CC12C=CC3(CN(Cc4ccccc4)C(=O)C3C1C(=O)NCc1ccc(Cl)cc1)O2 (centres undefined)	-0.1	2	2.1	4
O=C(NCc1cccnc1)c1cccc(OC2CCN(Cc3ccsc3)CC2)c1	-0.1	3	-0.9	9
COCCN(Cc1ccsc1)C(=O)Cc1ccc(SC(C)C)cc1	0.3	-1	-1.6	2
O=C(O)CCCCCCCCCCCCC1C=CCC1 (centres undefined)	-0.1	8	3.5	0
Cc1cc(C)nc(N2CCN(c3nnnn3-c3ccccc3)CC2)n1	-0.1	-2	0.0	-12
O=C(c1cncc(O)c1)N1CCC(c2[nH]ncc2-c2ccncc2)CC1	-0.2	-3	-0.9	8
O=c1ccnc(SCc2ccc(Br)cc2)[nH]1	0.4	14	-0.5	16
CCN(CC)CCCNC(=O)c1ccc(Cl)cc1[N+](=O)[O-]	0.1	1	0.0	6
COc1cccc(C(=O)N2CCc3c(F)c(F)c(F)c(F)c32)c1OC	0.0	10	3.6	8
CN1C(=O)C(CC(=O)Nc2ccc(Br)cc2)N(CCc2ccccc2)C1=S (centres undefined)	0.3	-1	-0.9	-7
CC1CCCC(NS(=O)(=O)c2ccc(F)c(F)c2)C1C (centres undefined)	-0.1	1	-0.9	0
COc1ccc(/C=N/NC(=O)CN(C)C(=O)c2ccccc2)cc1	0.0	1	-1.4	-5
O=C(Oc1ccc([N+](=O)[O-])cc1)c1ccc(N2C(=O)C3C4C=CC(C4)C3C2=O)cc1 (centres undefined)	0.1	12	-0.3	-8
COP(=O)(OC)c1nc(-c2ccc(C)cc2)oc1NCc1ccco1	-0.1	-1	-0.2	1
CC(C)NC(=S)N1CCN(c2ncccn2)CC1	-0.2	-3	0.1	-1
NS(=O)(=O)c1ccc(CCNC(=O)CSc2nc3ccsc3c(=O)n2Cc2ccc(C(=O)O)cc2)cc1	0.1	5	1.0	-1
Cc1cccc(CC(=O)NC(C)c2nc(-c3cccnc3)n[nH]2)c1 (centres undefined)	0.1	-10	-0.2	-3
O=C(NC1CC1)c1ccc(N2CCCCCC2)c([N+](=O)[O-])c1	0.0	-18	-0.8	8
CCCCNC(=O)c1ccc2c(c1)NC(=O)CS2	0.1	-1	-0.1	-11
CCOC(=O)C1=CN(c2ccc(F)cc2)C=C(C(=O)OCC)C1c1cccc(C(F)(F)F)c1	-0.1	-2	1.4	1
O=C1CCCc2oc3c(Br)cc(NS(=O)(=O)c4ccc5ccccc5c4)cc3c21	0.3	3	-1.2	9
C[C@H](Nc1cc(Cl)ncn1)c1ccccc1	1.7	-4	-0.8	16
O=C1N[C@H](Cc2ccccc2)C(=O)N2C[C@@H](NCc3ccc(F)c(F)c3)C[C@@H]12	0.1	7	0.6	-4
CC(C)c1ccc(N2CCN(CC3CCCCO3)C2=O)cc1 (centres undefined)	0.0	-42	1.7	1
CN1CCN(C(=O)c2ccc(-c3cc(C(=O)NCc4nc5ccccc5[nH]4)ccn3)cc2)CC1	-0.2	10	-0.9	5
CCN(CC)C(=O)C1CCCN(c2nc(Nc3ccc(N4CCOCC4)cc3)c3ncn(-c4ccsc4)c3n2)C1 (centres undefined)	-0.5	19	0.3	33
CCCNC(=O)c1ccccc1NC(=O)c1ccc(I)cc1	0.1	-3	2.3	-5
CC1CCC(N2C(=O)C3C(C(=O)Nc4cc(Cl)cc(Cl)c4)C4C=CC3(O4)C2C(=O)NC2CCCC(C)C2C)CC1 (centres undefined)	0.3	-12	3.3	-6

An excerpt from above in order of formula weight, rising.
SMILES	FBW7 activator	TEAD-YAP block	GPR151 activ	MITF inh
Fc1ccccc1NC(=S)NCCc1ccccn1	-0.1	-25	0.7	1
O=C(O)CCCCCCCCCCCCC1C=CCC1 (centres undefined)	-0.1	8	3.5	0
CCN(CC)CCCNC(=O)c1ccc(Cl)cc1[N+](=O)[O-]	0.1	1	0.0	6
COc1ccc(/C=N/NC(=O)CN(C)C(=O)c2ccccc2)cc1	0.0	1	-1.4	-5
CC(C)CCNC(=O)C1CCN(S(=O)(=O)N2CCCC2)CC1	0.1	0	0.5	9
Cc1cc(C)c(NS(=O)(=O)c2nc3nc(C)cc(C)n3n2)c(Cl)n1	-0.1	-3	-1.2	-4
COc1cccc2cc(-c3csc(NC(=O)c4ccc(F)cc4)n3)oc12	0.1	13	-0.5	9
CC1=C(C(N)=O)C(c2ccncc2)n2nc(SCc3ccccc3F)nc2N1 (centres undefined)	0.0	10	0.3	6
Cc1cc(Cl)ccc1OCC(=O)NNC(=O)c1ccc([N+](=O)[O-])cc1Cl	0.4	2	-0.3	11
COc1ccc(NC(=O)CCNS(=O)(=O)c2ccc3[nH]c(=O)ccc3c2)c(OC)c1	0.1	0	0.9	11
O=C(Nc1cnn(CC(=O)N2CCNC(=O)[C@@H]2Cc2ccccc2)c1)c1ccccc1F	-0.1	7	0.8	13
COC(=O)c1cccc(NC(=O)CSc2nnc(COc3ccc(OC)cc3)n2C)c1	-0.2	1	0.4	-5
CC1CCC(N2C(=O)C3C(C(=O)Nc4cc(Cl)cc(Cl)c4)C4C=CC3(O4)C2C(=O)NC2CCCC(C)C2C)CC1 (centres undefined)	0.3	-12	3.3	-6
